# GSK3A inh – inhibitors of human GSK-3 alpha kinase; inhibition, % at 10 µM; P49840; ADP-Glo luminescence, 60 min; hit rate 0.1% among 320,000;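 in the data active = inhibition above about 50%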;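 also: GST-tagged GSK-3 alpha with peptide substrate and 25 µM ATP; 0% = DMSO neutral wells and 100% = GW8510 positive control wells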
# Target sequence (P49840 whole entry, looked up): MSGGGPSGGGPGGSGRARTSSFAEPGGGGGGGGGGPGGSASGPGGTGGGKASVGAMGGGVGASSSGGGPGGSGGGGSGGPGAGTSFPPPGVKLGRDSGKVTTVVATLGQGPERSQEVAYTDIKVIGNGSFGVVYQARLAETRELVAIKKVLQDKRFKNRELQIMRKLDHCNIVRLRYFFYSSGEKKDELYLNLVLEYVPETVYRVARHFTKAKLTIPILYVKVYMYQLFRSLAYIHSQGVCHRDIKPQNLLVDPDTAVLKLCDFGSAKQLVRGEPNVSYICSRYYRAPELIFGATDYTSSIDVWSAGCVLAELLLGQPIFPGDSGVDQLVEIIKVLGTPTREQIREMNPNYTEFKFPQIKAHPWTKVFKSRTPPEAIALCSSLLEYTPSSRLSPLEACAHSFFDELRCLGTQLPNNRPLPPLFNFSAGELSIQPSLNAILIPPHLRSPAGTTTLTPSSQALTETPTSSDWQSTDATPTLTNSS
# HDAC3 inhib – blocks human histone deacetylase 3. O15379. recombinant HDAC3, fluorogenic peptide/trypsin coupled, fluorescence. inhibition, % at 8.3 µM. hit rate 0.15% among 320,000. AID 2718; in the data active = inhibition above about 26%, passing the limit was not always enough; inconclusive = no clear call, values can overlap the other calls
# Target sequence (O15379 whole entry, looked up): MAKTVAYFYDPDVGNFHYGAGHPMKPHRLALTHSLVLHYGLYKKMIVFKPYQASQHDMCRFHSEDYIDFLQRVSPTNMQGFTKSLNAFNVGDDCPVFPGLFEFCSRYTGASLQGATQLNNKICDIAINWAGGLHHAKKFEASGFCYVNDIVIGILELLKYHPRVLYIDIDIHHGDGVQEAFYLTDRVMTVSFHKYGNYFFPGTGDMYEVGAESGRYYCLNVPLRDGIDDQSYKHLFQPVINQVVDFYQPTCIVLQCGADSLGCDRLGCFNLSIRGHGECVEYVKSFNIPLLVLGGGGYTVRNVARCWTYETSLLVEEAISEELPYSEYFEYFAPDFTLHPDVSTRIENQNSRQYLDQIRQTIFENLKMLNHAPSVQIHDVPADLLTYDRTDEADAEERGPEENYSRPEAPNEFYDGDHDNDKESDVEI
# DYRK1A inh – blocks rat Dyrk1A kinase activity; ADP-Glo luminescence, NFATc1 peptide; inhibition, % at 12.5 µM; hit rate 0.43% among 310,000; in the data active = inhibition above about 50%;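 also: plate controls were vehicle with enzyme for no effect and no enzyme for full effect; many of its hits are not listed in these tables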
# * hit, by the source's call; u = inconclusive.
SMILES,GSK3A inh,HDAC3 inhib,DYRK1A inh
COc1cc(C(=O)OC(C)C(=O)N2CCCC2)cc2c1OCCO2 (stereo unspecified),-3,2,2
O=C(CNC(=O)c1ccc(Br)cc1)NC1CC1,-4,-5,-5
O=C1C=C(c2ccc(F)cc2OCc2ccccc2)C[C@@H](c2ccc(Cl)cc2)C1,0,-3,1
CCOC(=O)[C@@H]1[C@H]2COc3ccccc3[C@@H]2N2C(=O)N(c3cccc(C)c3)C(=O)[C@@]12C,-2,-1,8
COc1cc(OC)cc(-c2c(-c3ccc(F)cc3)c3cc(-c4ccc5cc[nH]c5c4)ccc3n2C)c1,-2,1,15
Cc1ccc(NC(=O)Cn2nc(C(=O)O)c3ccccc3c2=O)cc1S(=O)(=O)N1CCCCC1,1,6,-1
O=C(CSc1nnnn1-c1ccc(Cl)cc1)NC1CCS(=O)(=O)C1 (stereo unspecified),0,-3,2
COc1ccc(C(=O)NCC(=O)NCc2ccncc2)cc1,-1,-1,6
C#CCOCCOCCOCCNc1nc(N2CCN(C(=O)CCCCCCCCCCNC(=O)[C@@H](CCC(=O)O)n3cc(CCCCCN)nn3)CC2)nc(N2CCN(C(=O)CCCCCCCCCCNC(=O)[C@H](CO)n3cc(CCCSC)nn3)CC2)n1,-2,2,6
Cc1noc(C)c1COC(=O)c1cc(S(=O)(=O)N2CCOCC2)ccc1F,1,-6,-9
COc1ccccc1CNC(=O)CN1C(=O)NC2(CCC(C)CC2)C1=O (stereo unspecified),-1,16,3
CN(Cc1cccc(Cl)c1Cl)C(=O)CCNC(=O)c1ccco1,-18,-4,0
O=C(CCC(=O)N1CCOCC1)NCCc1ccc(F)cc1,-2,-3,1
COc1ccc([C@H]2CC(=O)C=C(c3ccc(Cl)c(Cl)c3)C2)cc1,-1,2,-1
CCN(C[C@H]1N[C@@](C)(C(=O)OC)[C@H]2C(=O)N(Cc3ccccc3)C(=O)[C@@H]12)C(=O)Nc1ccc(C)cc1,-1,-2,0
O=C(COC(=O)/C=C/c1ccco1)NC1CCCCC1,0,-1,0
O=C(COc1ccc(Cl)cc1)Nc1cccc(S(=O)(=O)NCc2ccco2)c1,1,5,7
Cn1nnnc1Sc1ncnc2scc(-c3ccc4c(c3)OCO4)c12,-1,-3,0
CCc1ccc2c(COC(=O)C3CSC4(C)CCC(=O)N34)cc(=O)oc2c1 (stereo unspecified),1,4,5
CCOC(=O)c1c(C)[nH]c(C(=O)OCC(=O)NCc2ccc(C)cc2)c1C,-1,1,5
Cc1ccc(S(=O)(=O)NCC(=O)NNC(=O)c2ccc(Br)cc2)cc1C,1,-1,4
C=C[C@@H]1c2ccccc2N(S(=O)(=O)c2ccc(C)cc2)[C@H](c2ccc(C(=O)OC)cc2)C1(C#N)C#N,-2,-5,9
N#Cc1ccccc1OCC(=O)OCC(=O)NC1CCS(=O)(=O)C1 (stereo unspecified),-26,7,-3
CC1CCN(C(=O)c2nc[nH]c2C(=O)O[C@H](C)c2ccccc2)CC1,-1,-4,13
Cc1cccc(NC(=O)CN2CCN(C(=O)c3ccc(OCc4cn5ccccc5n4)cc3)CC2)c1C,-4,-5,2

# Next entries:
SMILES,GSK3A inh,HDAC3 inhib,DYRK1A inh
CN(CC(=O)Nc1cccc(F)c1)C(=O)Cn1c(=O)oc2ccccc21,-3,3,11
COc1cccc(NC(=O)CN(C)C(=O)C23CC4CC(CC(Cl)(C4)C2)C3)c1,26,4,8
COC(=O)C1CCN(C(=O)c2cc(-c3ccco3)nc3ccccc23)CC1,-6,-88,8
O=C(CN1CCN(S(=O)(=O)c2ccccc2F)CC1)Nc1ccnn1C1CCCC1,16,1,1
O=C(CSc1nnnn1C1CC1)N1CCN(Cc2ccccc2F)CC1,1,2,-2
CC(C)(C)OC(=O)C[C@@H]1C/C=C\C[C@@H](CC(=O)NCCO)C(=O)N[C@H](C(C)(C)C)COC1=O,2,-4,-7
CC(NC(=O)COC(=O)c1cccc(S(=O)(=O)N2CCCC2)c1)c1ccccc1 (stereo unspecified),-2,1,-1
COc1ccc2c(c1)OC[C@H]1[C@H]2N2C(=O)CN(Cc3ccco3)C(=O)[C@@]2(C)[C@H]1c1ccccc1,-1,-3,0
CCCCOc1ccc(C(=O)NCC(=O)NNC(=O)C2COc3ccccc3O2)cc1 (stereo unspecified),-2,3,-3
CN(C(=O)CSc1nc2ccccc2o1)C1CCS(=O)(=O)C1 (stereo unspecified),9,2,-4
C[C@H]1CN([C@@H](C)CO)C(=O)c2cc(NC(=O)C3CCCCC3)ccc2O[C@H]1CN(C)CC1CCCCC1,0,-1,-1
C[C@H](CO)N1C[C@H](C)[C@H](CN(C)C(=O)Nc2ccc(F)cc2)Oc2c(NC(=O)c3ccc(-c4nccs4)cc3)cccc2C1=O,-2,10,7
CC(C)(C)NS(=O)(=O)NC(=O)C1=C(N2CCCC2)COC1=O,-3,-2,5
CCCCn1c(N)c(N(CC)C(=O)CCNC(=O)c2ccc(Cl)cc2)c(=O)[nH]c1=O,0,0,-2
COc1ccc(NC(=O)[C@@H]2CCCN2C(=O)c2cccs2)cc1S(=O)(=O)N1CCCCC1,-1,-5,8
COc1ccc(C2CC(c3ccccc3)=NN2C(=O)COC(=O)c2cccc(N)c2)cc1 (stereo unspecified),-4,-6,-1
Cc1ccc(C(=O)Nc2cccc(C(F)(F)F)c2)cc1NC(=O)c1c[nH]c2cc(C(F)(F)F)ccc2c1=O,-1,-2,2
COc1cc(C(=O)Nc2cccc(C)c2C)ccc1OCC(=O)N1CCOCC1,0,0,4
O=C(COC(=O)c1ccc(Br)cc1)NCC1CCCO1 (stereo unspecified),0,10,-2
CCN(CC(=O)Nc1ccccc1C(F)(F)F)C(=O)c1ccc(N2CCCC2=O)cc1,-1,-6,7
COc1ccc(Cl)cc1NC(=O)CN(C)C(=O)c1cccc(-n2cnnn2)c1,1,4,2
CCOC(=O)c1sc2nc(C)nc(N3CCN(S(=O)(=O)c4ccccc4)CC3)c2c1C,9,3,3
Nc1nc(N)nc(-c2cc(C(F)(F)F)ccc2Cl)n1,0,28*,3
COc1ccccc1-c1sc2ccccc2c1-c1ccccc1OC,-3,-1,-6
Cc1cccc(C)c1NC(=O)CNC(=O)c1ccc(N2CCCC2)c([N+](=O)[O-])c1,0,1,7

# Exported with bars between the fields: 4 of the compounds above
structure | GSK3A inh | HDAC3 inhib | DYRK1A inh
COc1ccc(Cl)cc1NC(=O)CN(C)C(=O)c1cccc(-n2cnnn2)c1 | 1 | 4 | 2
COc1ccc(C2CC(c3ccccc3)=NN2C(=O)COC(=O)c2cccc(N)c2)cc1 (stereo unspecified) | -4 | -6 | -1
CN(CC(=O)Nc1cccc(F)c1)C(=O)Cn1c(=O)oc2ccccc21 | -3 | 3 | 11
CCOC(=O)c1sc2nc(C)nc(N3CCN(S(=O)(=O)c4ccccc4)CC3)c2c1C | 9 | 3 | 3

# More entries
SMILES,GSK3A inh,HDAC3 inhib,DYRK1A inh
CC(C)COc1cccc(C(=O)N(CC(=O)Nc2ccccc2C(F)(F)F)Cc2ccco2)c1,-1,-2,-2
NC(=O)C1(N2CCCCC2)CCN(C(=O)CCCn2c(=O)[nH]c3ccsc3c2=O)CC1,-3,0,2
C[C@H](CO)N1C[C@H](C)[C@@H](CN(C)S(=O)(=O)c2ccc(F)cc2)Oc2ccc(NC(=O)CCN3CCOCC3)cc2C1=O,0,-3,-10
NCCCCCc1cn(CC(=O)NCCCCCCCCCCC(=O)N2CCNCC2)nn1,1,8,1
Cc1cc(SCC(=O)Nc2ccc3[nH]c(=O)[nH]c3c2)nc2ccccc12,-4,1,-1
Cc1ccc(NC(=O)c2cnccn2)cc1S(=O)(=O)N1CCCCCC1,1,0,-9
Cc1ccc2c(c1)[C@H]1[C@H](CO2)[C@H](c2ccccc2)[C@]2(C)C(=O)Nc3cc(Cl)ccc3C(=O)N12,0,-1,9
c1ccc(C[C@H]2CN=C(Nc3ccccc3)N2CC2CCCCC2)cc1,-1,0,8
Cc1cccc(C(=O)OCC(=O)NC23CC4CC(CC(C4)C2)C3)c1O,2,u,1
COc1ccc(CCC(=O)N2CCN(S(=O)(=O)c3ccc(OC(F)(F)F)cc3)CC2)cc1,-5,8,-2
CN(Cc1ccccc1)C(=O)c1ncn(C)c1C(=O)N(C)Cc1ccccc1,-3,2,1
CCCCCCCC1c2c(c(C)c(C)oc2=O)Oc2c(C)c(C)oc(=O)c21,-4,-5,3
CCN(CC(=O)Nc1ccc2c(c1)OCCO2)C(=O)/C=C/c1ccc([N+](=O)[O-])cc1,-3,6,1
C[C@H]1CN([C@@H](C)CO)C(=O)c2cccc(NC(=O)C3CC3)c2O[C@H]1CN(C)S(=O)(=O)c1cccs1,-2,-5,-4
CC1CN(C(=O)c2ccccc2OCc2ccccc2Cl)CC(C)O1 (stereo unspecified),-1,2,10
C=CC[C@@H](Cc1ccc(F)cc1)C(=O)OC[C@@H]1CCCN1C(=O)[C@H](CC=C)CC(=O)NCCO,-3,-6,-3
CN1CCN(S(=O)(=O)c2ccccc2)C(c2ccccc2)C1 (stereo unspecified),-2,-3,-2
Cc1ccc(S(=O)(=O)CCC(=O)Nc2cccc(S(=O)(=O)N3CCCCCC3)c2)cc1,-1,7,2
Cc1ccc(C(=O)NNC(=O)c2n[nH]c(=O)c3ccccc23)cc1C,23,-4,2
CCOC(=O)C1CCN(C(=O)C(C)Sc2nnc3ccccn23)CC1 (stereo unspecified),-2,1,-6
O=[N+]([O-])c1ccccc1CNCCCCCO,-2,u,0
O=C(Nc1ccn(CC(=O)N2CCN(c3ccccn3)CC2)c(=O)n1)OCc1ccccc1,-2,0,-7
CCC(C(=O)Oc1c(C(C)C)cccc1C(C)C)c1ccccc1 (stereo unspecified),-2,0,3
CC(C)c1cccc(-c2ccc3c(c2)S(=O)(=O)c2cccc(C(=O)NCc4ccco4)c2C3=O)c1,0,-3,3
O=C(NCC(c1ccco1)N1CCCC1)c1cc(S(=O)(=O)N2CCCCC2)ccc1Cl (stereo unspecified),-2,-17,-1

# A different layout for 6 compounds above.
# Every second line gives: GSK3A inh	HDAC3 inhib	DYRK1A inh
CN1CCN(S(=O)(=O)c2ccccc2)C(c2ccccc2)C1 (stereo unspecified)
 : -2	-3	-2
CCCCCCCC1c2c(c(C)c(C)oc2=O)Oc2c(C)c(C)oc(=O)c21
 : -4	-5	3
Cc1cccc(C(=O)OCC(=O)NC23CC4CC(CC(C4)C2)C3)c1O
 : 2	u	1
O=C(Nc1ccn(CC(=O)N2CCN(c3ccccn3)CC2)c(=O)n1)OCc1ccccc1
 : -2	0	-7
Cc1ccc2c(c1)[C@H]1[C@H](CO2)[C@H](c2ccccc2)[C@]2(C)C(=O)Nc3cc(Cl)ccc3C(=O)N12
 : 0	-1	9
CC(C)COc1cccc(C(=O)N(CC(=O)Nc2ccccc2C(F)(F)F)Cc2ccco2)c1
 : -1	-2	-2

# Additional results follow.
SMILES,GSK3A inh,HDAC3 inhib,DYRK1A inh
Nc1nc(=S)c2[nH]cnc2[nH]1,-1,u,12
Cc1ccc(S(=O)(=O)N2[C@@H](c3ccc(Cl)cc3)C(C(=O)O)=CC[C@H]2c2ccc(C(C)C)cc2)cc1,-1,4,-12
O=C(COC(=O)c1cccc(S(=O)(=O)NCc2ccccc2)c1)NC1CC1,2,3,5
CN(Cc1ccccc1)C(=O)c1cccc(NC(=O)C2CCCN(C(=O)OC(C)(C)C)C2)c1 (stereo unspecified),2,7,-4
CC(=O)Nc1c(O)nc(SCC(=O)N2CCCCC2)[nH]c1=O,-3,-1,1
CCC(=NNC(=O)c1ccc2c(c1)nc(C)n2CC)c1cc(F)ccc1O,4,u,15
CN(C)C(CNC(=O)CCNS(=O)(=O)c1ccccc1C(F)(F)F)c1ccccc1 (stereo unspecified),-4,-5,-3
CCOC(=O)c1c(NC(=O)COC(=O)c2ccccn2)sc(C)c1C,-2,-2,-2
Cc1ccsc1C(=O)OCC(=O)N1CCN(c2ccccc2)CC1,0,u,3
Cc1ccc(CNC(=O)Cn2ccc(NC(=O)OCc3ccccc3)nc2=O)o1,-3,4,-3
O=C1c2cc(Br)ccc2N(Cc2ccc(Br)cc2)S(=O)(=O)C1c1cc(Cl)c(Cl)cc1[N+](=O)[O-] (stereo unspecified),-2,1,-17
C=CCn1c(COc2cccc(C)c2)nnc1SC(C)C(=O)NC1CC1 (stereo unspecified),1,-5,1
CCN(C(=O)CSc1n[nH]c(-c2ccccc2)n1)c1c(N)n(Cc2ccccc2)c(=O)[nH]c1=O,4,-3,7
Cc1nc2ccc(NC(=O)c3ccc(C)c(S(=O)(=O)N4CCOCC4)c3)cc2s1,-4,10,1
Cc1ccc(S(=O)(=O)N2CCOCC2)cc1NC(=O)COC(=O)Cc1ccccc1,3,1,-2
COc1ccc(NC(=O)CN(C)C(=O)c2c(C)nn(Cc3ccc(C)cc3)c2Cl)cc1,3,-5,0
COc1ccc(NC(=O)CSc2nc3[nH]c(=O)cc(O)c3s2)c(OC)c1,0,1,7
CC(C)CN(C(=O)CN(C)CC(=O)Nc1ccc(Cl)c(C(F)(F)F)c1)c1c(N)n(CC(C)C)c(=O)[nH]c1=O,-2,10,-3
CNc1snc(C)c1C(=O)OCC(=O)N(C)c1ccccc1,0,-3,4
N#Cc1ccccc1OCC(=O)NNC(=O)c1ccncc1,2,-5,2
O=C(c1cccc(S(=O)(=O)N2CCCc3ccccc32)c1)N1CCN(c2ccccc2)CC1,-3,7,-4
CC(=O)N1CCN(c2ccc(NCc3ccco3)cc2)CC1,-1,-10,5
CC[C@]12c3[nH]c4ccccc4c3CCN1C(=O)C(CC(=O)NCCCN(C)C)C[C@@H]2C(=O)N1CCN(C(=O)c2ccco2)CC1 (stereo partly specified),0,3,1
O=C(Nc1cc(S(=O)(=O)N2CCCCC2)ccc1Cl)c1ccc(F)cc1,0,3,1
c1ccc(C[C@H]2CN=C(Nc3ccccc3)N2CC2CCCCCC2)cc1,5,4,10
Cc1ccc(S(=O)(=O)Nc2ccccc2F)cc1C(=O)N1CCCC1,-1,-1,-1

# Only part of the results is shown (hit frequency here may not be typical).
